High-throughput results deposited in PubChem BioAssay by several laboratories.
Cdc42 wt GTP: modulators of GTP binding to wildtype Cdc42, primary screen, biochemical, multiplex bead flow cytometry, Bodipy-GTP; Cell division control protein 42 homolog (Homo sapiens), P60953; GST-Cdc42 beads; actives lie on both sides; percent activity (GTP binding), % at 10 µM; 0.2% of 190,000 active; AID 761, 2007;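 active = percent activity GTP binding at least 20 points away from the 100% baseline, either down as inhibitor or up as activator; inconclusive = compound flagged as likely green fluorescent from well-wide comparison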;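 note: median bead fluorescence of bound Bodipy-FL-GTP at 100 nM; 0% = excess unlabeled GTP control and 100% = no compound control; below 100% means less GTP binding so inhibitor and above means activator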
Target sequence (P60953 whole entry, looked up): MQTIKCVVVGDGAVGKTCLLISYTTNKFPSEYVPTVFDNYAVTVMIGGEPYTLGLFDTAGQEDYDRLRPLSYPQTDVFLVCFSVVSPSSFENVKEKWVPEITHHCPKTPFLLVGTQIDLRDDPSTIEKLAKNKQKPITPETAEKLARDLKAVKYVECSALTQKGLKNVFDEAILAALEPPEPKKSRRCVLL
Mcl1 Bid PPI: Mcl-1/Bid binding inhibitors, primary screen, biochemical, TR-FRET, 1536-well | Induced myeloid leukemia cell differentiation protein Mcl-1 (Homo sapiens), Q07820 | inhibition, % at 21.7 µM | 0.97% of 220,000 active | TR-FRET Mcl-1/Bid-Dy647 peptide binding;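 active = compounds that cut the binding signal by more than half at the single screening dose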;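 note: His-tagged Mcl-1 with europium anti-His antibody binding Bid BH3 peptide; 0% = Mcl-1 plus peptide wells and 100% = peptide-only wells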
Target sequence (Q07820 whole entry, looked up): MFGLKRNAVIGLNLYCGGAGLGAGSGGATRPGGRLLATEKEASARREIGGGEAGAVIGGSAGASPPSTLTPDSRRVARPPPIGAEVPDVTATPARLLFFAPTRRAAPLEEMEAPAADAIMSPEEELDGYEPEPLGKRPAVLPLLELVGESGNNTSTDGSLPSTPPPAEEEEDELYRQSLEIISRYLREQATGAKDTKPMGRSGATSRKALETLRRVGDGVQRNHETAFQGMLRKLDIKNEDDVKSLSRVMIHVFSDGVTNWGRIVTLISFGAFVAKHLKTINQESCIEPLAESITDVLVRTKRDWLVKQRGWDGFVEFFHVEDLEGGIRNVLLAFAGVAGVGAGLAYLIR
Rab2 wt GTP: modulators of GTP binding to Rab2A wildtype, primary screen, biochemical, dog, bead-based flow cytometry, multiplex; Ras-related protein Rab-2A (Canis lupus familiaris), P61105; GST-Rab2 wt beads, Bodipy-GTP binding; GTP binding activity, % at 10 µM; 0.19% of 190,000 active; AID 760, 2007;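 active = GTP binding activity at least 20 points away from 100%, either lowered or raised; inconclusive = signal likely due to the compound's own green fluorescence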;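 note: 0% = beads with excess unlabeled GTP and 100% = no-compound control corrected for plate trend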
Pf gametocyte: late stage P. falciparum gametocyte viability inhibitors, primary screen, ATP luminescence, HTS. P. falciparum stage V gametocytes, 24 h. inhibition, % at 10.9 µM. 0.065% of 150,000 active;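 active = inhibition above the mean plus 3 SD of compounds within the control limits, set per campaign, cut at about 38% in these data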;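 note: 0% = DMSO wells and 100% = medium only without gametocytes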
RGS8-Gao: RGS8-Galphao binding modulators, primary screen, biochemical, multiplexed bead flow cytometry; actives lie on both sides; Guanine nucleotide-binding protein G(o) subunit alpha (Homo sapiens), P09471; 0.34% of 220,000 active; response (percent of control binding), % at 10 µM; in the data active = response below about 60% or above about 140%; inactive = in between;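 note: Galphao activated as the GDP aluminium fluoride complex binding bead-coupled RGS8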
Target sequence (P09471 whole entry, looked up): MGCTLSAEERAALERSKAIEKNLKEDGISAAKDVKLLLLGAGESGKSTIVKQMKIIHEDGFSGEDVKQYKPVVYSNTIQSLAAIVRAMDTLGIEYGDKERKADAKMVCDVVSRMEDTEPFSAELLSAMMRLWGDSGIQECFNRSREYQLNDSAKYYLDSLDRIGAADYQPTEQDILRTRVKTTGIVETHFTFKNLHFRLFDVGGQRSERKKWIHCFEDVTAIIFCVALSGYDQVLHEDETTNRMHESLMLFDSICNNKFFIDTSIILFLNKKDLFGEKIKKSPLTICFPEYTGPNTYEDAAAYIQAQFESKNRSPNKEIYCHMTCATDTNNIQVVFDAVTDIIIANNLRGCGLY
Rab7 wt modul: modulators of GTP binding to Rab7, primary screen, biochemical, wildtype, multiplex bead flow cytometry; Rab7 GTPase wild type (dog), Bodipy-FL-GTP binding; GST-Rab7 beads, fluorescent GTP binding; actives lie on both sides; untreated = 100%, excess cold GTP = 0%; GTP binding activity (percent of control), % at 10 µM; 0.055% of 190,000 active;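 active = fluorescent GTP binding to Rab7 beads changed by at least 20 points from the 100% baseline, either direction, mostly lower; inconclusive = compound itself probably fluorescent, or too few beads counted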;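 note: median green fluorescence of bound Bodipy-FL-GTP per Rab7 bead population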
HRas wt GTP bind: modulators of GTP binding to HRas wildtype, primary screen, biochemical, bead-based flow cytometry, multiplex. GTPase HRas (Homo sapiens), P01112. GST-Ras wt beads, Bodipy-FL-GTP binding; actives lie on both sides. GTP binding activity, % at 10 µM. 0.14% of 190,000 active;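 active = GTP binding activity at least 20% away from the 100% baseline, either lowered as inhibitor or raised as activator; inconclusive = flagged as likely green fluorescent, judged across all proteins in the well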;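 note: 0% = unlabeled GTP competition control and 100% = no-compound control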
Target sequence (P01112 whole entry, looked up): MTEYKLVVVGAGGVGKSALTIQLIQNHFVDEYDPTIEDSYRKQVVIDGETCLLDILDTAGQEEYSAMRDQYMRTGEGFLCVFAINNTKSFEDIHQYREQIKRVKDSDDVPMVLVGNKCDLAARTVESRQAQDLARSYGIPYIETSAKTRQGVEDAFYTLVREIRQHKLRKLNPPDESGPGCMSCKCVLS
Rac1 wt modul: wildtype Rac1 GTP binding modulators, primary screen, biochemical, GST-Rac1 beads, flow cytometry, multiplex; 0.27% of 190,000 active; fluorescent GTP binding; actives lie on both sides; 0 = cold GTP competed, 100 = untreated; GTP binding activity (% of control), % at 10 µM;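 active = GTP binding activity at least 20 points away from the 100% control level, either lower or higher; inconclusive = compound flagged as likely green fluorescent, judged across all proteins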
Mcl-1 Bim block: inhibitors of Bim peptide binding to Mcl-1, primary screen, biochemical, bead-based flow cytometry, multiplex; Induced myeloid leukemia cell differentiation protein Mcl-1 (Homo sapiens), Q07820; Bim peptide-Mcl-1 binding; inhibition, % at 10 µM; 0.1% of 190,000 active; AID 1009, 2008; in the data active = inhibition above about 40%;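 note: 0% = no compound tracer wells and 100% = peptide blocker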
Rac1 act GTP bind: GTP binding modulators of activated mutant Rac1, primary screen, biochemical, bead-based flow cytometry, multiplex, fluorescent GTP; GST-Rac1 activated beads; actives lie on both sides; 100% means binding = to untreated wells; Ras-related C3 botulinum toxin substrate 1 (Homo sapiens), P63000; 0.11% of 190,000 active; percent activity (GTP binding), % at 10 µM;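 active = GTP binding at least 20 percentage points away from the 100% baseline, in either direction, so actives lie on both sides; inconclusive = Compound likely fluorescent itself, or too few beads counted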
Mcl1 Noxa PPI: Mcl-1/Noxa binding inhibitors, primary screen, biochemical, TR-FRET, 1536-well; Induced myeloid leukemia cell differentiation protein Mcl-1 (Homo sapiens), Q07820; TR-FRET Mcl-1/Noxa peptide binding, 2 h; inhibition, % at 21.7 µM; 1.5% of 220,000 active; AID 1022, 2008;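 active = compounds that cut the protein-peptide binding signal by more than 50% relative to plate controls in a single-dose test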;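 note: His-tagged Mcl-1 with rhodamine Noxa BH3 peptide and terbium anti-His antibody; 0% = Mcl-1 plus Noxa peptide wells and 100% = peptide-only wells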
Active calls of the source: *; ? = inconclusive; / = not tested or not shown.

SMILES	Cdc42 wt GTP	Mcl1 Bid PPI	Rab2 wt GTP	Pf gametocyte	RGS8-Gao	Rab7 wt modul	HRas wt GTP bind	Rac1 wt modul	Mcl-1 Bim block	Rac1 act GTP bind	Mcl1 Noxa PPI
O=C(c1c(Cl)cccc1Cl)N1CCCCCC1	93	-28	97	8	98	94	97	96	0	96	-3
CC1(C)CC(=O)C=C(NC2CCCCCC2)C1	100	-79	104	/	101	102	102	104	1	99	-11
CN(C(=O)c1ccco1)c1nnc(C23CC4CC(CC(C4)C2)C3)s1	99	-7	99	/	106	97	99	103	-2	100	-12
O=C(/C=C/c1cccc([N+](=O)[O-])c1)NCc1ccco1	102	-40	101	3	105	102	102	104	-6	99	8
Cc1ccc(NCC(=O)N/N=C/c2cc3ccccc3nc2Cl)cc1	99	-69	98	-17	103	99	99	102	0	101	16
CN=C1c2cc3cc(OC)ccc3n2CCN1Cc1ccccc1	102	-25	99	/	103	99	98	100	-1	100	3
Cc1cccc(OCCCCCn2ccnc2)c1C	99	-60	95	23	104	95	97	99	2	95	-29
NS(=O)(=O)c1ccc(NC(=S)NC(=O)/C=C/c2ccco2)cc1	100	32	93	9	98	94	95	99	-2	97	89*
FC(F)(F)c1cccc(CNc2ncccc2-c2nc3cc(Cl)ccc3o2)c1	101	2	102	-6	102	105	101	104	-5	99	-4
CC(C)c1nnc(NC(=O)CCC(=O)NCc2cccs2)s1	103	-30	98	21	108	98	102	106	-3	98	-8
CCC(C)NS(=O)(=O)c1ccc(S(=O)(=O)N(CC(=O)Nc2ccccc2)Cc2ccco2)cc1 (stereo unspecified)	99	-1	97	8	100	98	98	100	0	97	-3
CS(=O)(=O)N(CC(=O)NCc1ccncc1)c1ccc(Cl)c(Cl)c1	103	-9	101	-4	99	100	102	105	-2	101	-4
Cn1c2ccccc2c2nnc(SC3CCOC3=O)nc21 (stereo unspecified)	99	12	98	/	101	97	99	100	3	97	0
CC(C)(O)C#Cc1ccc(CN2CCN(C3CCCC3)C(CCO)C2)cc1 (stereo unspecified)	98	-19	97	21	97	96	99	99	-1	98	-15
Cc1ccsc1CNn1cnnc1SCc1ccccc1F	100	1	101	16	106	99	101	103	0	102	9
O=C(COc1ccccc1)N/N=C/c1ccc(O[C@@H]2O[C@H](CO)[C@@H](O)[C@H](O)[C@H]2O)cc1	105	-16	99	16	100	101	102	105	-3	100	5
Cc1cccc(NC(=O)CSc2nnnn2C)n1	102	-34	100	/	100	104	101	103	-2	99	2
Cc1ccc(S(=O)(=O)N2CCC(=O)N(C(COCc3ccc(Cl)cc3)C(C)C)CC2)cc1 (stereo unspecified)	100	9	101	-11	100	102	100	101	-3	98	0
COc1ccc(-c2cc(C(F)(F)F)n3nc(C(=O)N4CCCCC4)cc3n2)cc1OC	106	7	103	/	97	98	100	104	-3	101	8
CC(C)CCc1noc(CN2CCC(CCN3CCCC3=O)CC2)n1	101	40	98	5	100	97	97	99	-4	96	30
NNC(=O)c1cn2ccccc2n1	100	-13	97	4	104	96	97	103	0	99	2
Cc1nc(NC(=O)c2ccc(Br)o2)sc1C	97	36	100	-2	108	104	100	101	0	98	-50
CC(C)NC(=O)c1noc2cc([N+](=O)[O-])ccc12	101	9	98	-7	108	94	100	97	-1	93	-7
CCCS(=O)(=O)N1CCC(C(=O)N2CCOCC2)CC1	?	6	?	/	99	?	?	?	-2	?	-12
O=c1cc(NCC2CCCO2)[nH]c(=O)n1-c1ccc(Cl)cc1 (stereo unspecified)	100	-23	101	-9	76	100	101	106	-5	99	-1

(more compounds)
SMILES	Cdc42 wt GTP	Mcl1 Bid PPI	Rab2 wt GTP	Pf gametocyte	RGS8-Gao	Rab7 wt modul	HRas wt GTP bind	Rac1 wt modul	Mcl-1 Bim block	Rac1 act GTP bind	Mcl1 Noxa PPI
COc1ccc(OCCn2cncn2)cc1	100	24	102	/	104	102	102	106	-5	98	17
Cc1ccc2nc(-c3ccc(NC(=O)CN(c4ccccc4C)S(C)(=O)=O)cc3)sc2c1	92	-9	91	-20	91	93	91	91	-1	90	2
Nc1nnnn1/N=C\c1ccc(Cl)c([N+](=O)[O-])c1	107	-16	107	/	100	112	108	108	-4	100	-5
Cc1oc2ccc(O)c(CN3CCOCC3)c2c1C(=O)c1ccc(Cl)cc1	103	-34	102	-26	108	104	103	104	0	99	11
CCCc1cc(-c2nc(N)ncc2-c2ccc3c(c2)OCCCO3)c(O)cc1OC	100	22	97	/	107	98	101	100	-1	96	7
Clc1cccc(CSc2ccc(-c3ccco3)nn2)c1	95	-6	94	-18	100	94	96	96	1	93	10
Cc1ccccc1Cn1cc(NC(=O)c2cc3nc(-c4ccco4)cc(C(F)(F)F)n3n2)cn1	103	-11	96	/	100	98	101	104	3	101	10
Cc1ccccc1C(=O)Nc1nnc(-c2ccco2)o1	92	-5	96	7	100	95	95	97	-1	94	19
N#Cc1ccc(C(=O)Nc2nnc(-c3ccccn3)o2)cc1	98	-26	96	-12	81	98	96	98	-3	97	3
Cc1c(C(=O)OC(C)C(C)C[N+](C)(C)C)oc2ccccc12 (stereo unspecified)	102	-43	102	/	102	102	104	107	1	101	25
CCOc1cc(C(=O)OCC(=O)Nc2c(C)cccc2C)ccc1OCC(=O)N1CCOCC1	105	-19	104	-2	102	102	102	105	-3	94	13
O=C(O)CSc1nc2ccccc2c(=O)[nH]1	104	-17	97	/	100	96	99	105	0	101	20
CCOC(=O)c1c(NC(=O)C2C3CCC(O3)C2C(=O)O)sc2c1CCC(CC)C2 (stereo unspecified)	96	-19	97	-4	102	102	96	98	0	91	22
COC(=O)c1cc(NS(=O)(=O)c2ccc(N3CCCCC3)c([N+](=O)[O-])c2)cc(C(=O)OC)c1	96	10	97	/	100	99	97	96	0	93	32
CCS(=O)(=O)N1CCN(Cc2ccncc2)CC1	102	36	103	/	101	103	101	105	4	99	-1
COc1ccc(NS(=O)(=O)c2cc(NC(=O)/C=C/c3ccccc3OC)ccc2N2CCCCC2)cc1	102	-64	99	-4	111	101	99	103	-7	100	-3
O=C(CSc1nnc(-c2cccs2)o1)NCC1CN(Cc2ccccc2)CCO1 (stereo unspecified)	96	-19	100	/	84	100	98	96	21	96	20
COC(=O)c1c(NC(=O)C(C)(C)C)sc2c1C(C(=O)OC)CC2 (stereo unspecified)	100	-25	100	/	97	100	101	100	0	98	15
CC(=O)c1c(C)[nH]c(C(=O)Nc2nc(-c3ccc(Cl)cc3)cs2)c1C	98	8	99	/	104	101	103	103	1	101	39
Cc1c(C(=O)NCCSCc2ccco2)cccc1[N+](=O)[O-]	99	-36	97	/	101	96	98	99	-4	98	18
COc1cc(C(=O)NCCN2CCOCC2)cc(OC)c1OC	97	1	99	1	101	100	100	99	0	94	1
CCCc1cc(=O)[nH]c(SCC(N)=O)n1	99	/	97	-9	104	94	98	98	1	98	/
CCc1ccc(NC(=O)C2C3C=CC(C4CC34)C2C(=O)O)cc1 (stereo unspecified)	88	-16	94	0	123	97	93	94	-2	93	10
C=CCn1c(SCC(=O)c2ccc(OC)cc2)nnc1-c1cc2cccc(OC)c2o1	96	-46	97	-8	98	101	97	96	-1	95	-15
CC(=O)c1ccc(N/N=C(/C(N)=O)C2=NC(C)(C)Cc3ccccc32)cc1	103	-79	101	/	91	100	103	104	-2	101	0

The list goes on.
SMILES	Cdc42 wt GTP	Mcl1 Bid PPI	Rab2 wt GTP	Pf gametocyte	RGS8-Gao	Rab7 wt modul	HRas wt GTP bind	Rac1 wt modul	Mcl-1 Bim block	Rac1 act GTP bind	Mcl1 Noxa PPI
COc1cccc(NC(=O)CSCc2n[nH]c(=O)[nH]2)c1	101	-21	100	/	100	97	100	100	-4	99	-4
Cc1cccc(CN2CCC(CNC(=O)CCNC(=O)Cn3ccc4ccccc4c3=O)CC2)c1	101	-4	97	/	101	97	97	99	0	97	-3
COc1cccc(C2=CC(c3ccc(OC)c(OC)c3OC)n3nnnc3N2)c1 (stereo unspecified)	100	-10	99	/	99	102	101	101	-1	98	4
Cc1ccc2nc(Cl)c(C3CC(c4cccs4)=NN3C(=O)CCCC(=O)O)cc2c1 (stereo unspecified)	99	-29	102	2	108	98	100	102	-3	99	15
CCN(CC)S(=O)(=O)c1cccc(C(=O)OCC(=O)N2CC(=O)Nc3ccccc32)c1	103	-9	100	/	101	101	103	100	-3	100	-8
COc1ccc(NS(=O)(=O)c2cc(NC(=O)c3ccco3)ccc2N2CCCC2)cc1	103	-9	100	/	101	100	99	106	3	100	16
Cc1cccc2cc(C#N)c(NCCNC(=O)NC3CCCCC3)nc12	?	-5	?	2	97	?	?	?	-2	?	3
Nc1c(C(=O)Nn2cnnc2)cc([N+](=O)[O-])cc1[N+](=O)[O-]	102	0	99	/	101	101	100	104	-7	100	16
CCN(CC)C(=O)CSc1nc2ccccc2c(=O)n1CCC(=O)N1CCN(c2ccccc2)CC1	94	-33	97	4	101	95	96	101	2	98	16
COc1ccc(-n2nnnc2SCC(=O)Nc2nnc(C)s2)cc1	100	6	98	/	102	96	99	100	-3	96	17
CN(C)S(=O)(=O)N(CC(=O)N1CCOCC1)c1ccccc1	94	-23	93	-8	86	97	97	93	3	95	5
CCOC(=O)CSc1nc(C)nc2c1sc1nc(C)c(C(C)=O)c(-c3ccc(OC)cc3)c12	96	-15	100	14	106	95	100	100	-1	101	-6
CCCCN(C)C(=O)CCC(=O)Nc1ccc2nc(N3CCOCC3)cc(C)c2c1	105	23	103	12	94	105	103	104	0	103	-1
CC(C)[C@H](NC(=O)NCc1cccs1)C(=O)O	96	-13	97	/	95	96	96	97	-6	95	5
O=C(COc1ccccc1O)c1cccs1	105	-18	108	/	102	108	107	111	-2	105	15
CCC(C)NC(=O)CS(=O)Cc1nc(-c2ccccc2C)oc1C (stereo unspecified)	100	-6	100	/	105	100	101	104	2	98	-8
O=C(O)c1ccccc1-c1ccccc1C(=O)Nc1cccc(-c2nc3ccccc3o2)c1	84	-2	82	/	107	88	87	93	-2	85	21
